Screening data as filed in PubChem.
NR1D1 modulator: modulates human Rev-erb alpha binding to DNA | P20393 | Rev-erbα–FITC-DNA binding, fluorescence polarization, 90 min | activity, % at 10 µM | 370,000 tested, 0.79% active | AID 1259318;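 active = activity above about 14%, limit read from the data; passing the limit was not always enough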;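 note: 0% = DMSO wells with 35 nM protein and 100% = DMSO wells with 750 nM protein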
Target sequence (P20393 whole entry, looked up): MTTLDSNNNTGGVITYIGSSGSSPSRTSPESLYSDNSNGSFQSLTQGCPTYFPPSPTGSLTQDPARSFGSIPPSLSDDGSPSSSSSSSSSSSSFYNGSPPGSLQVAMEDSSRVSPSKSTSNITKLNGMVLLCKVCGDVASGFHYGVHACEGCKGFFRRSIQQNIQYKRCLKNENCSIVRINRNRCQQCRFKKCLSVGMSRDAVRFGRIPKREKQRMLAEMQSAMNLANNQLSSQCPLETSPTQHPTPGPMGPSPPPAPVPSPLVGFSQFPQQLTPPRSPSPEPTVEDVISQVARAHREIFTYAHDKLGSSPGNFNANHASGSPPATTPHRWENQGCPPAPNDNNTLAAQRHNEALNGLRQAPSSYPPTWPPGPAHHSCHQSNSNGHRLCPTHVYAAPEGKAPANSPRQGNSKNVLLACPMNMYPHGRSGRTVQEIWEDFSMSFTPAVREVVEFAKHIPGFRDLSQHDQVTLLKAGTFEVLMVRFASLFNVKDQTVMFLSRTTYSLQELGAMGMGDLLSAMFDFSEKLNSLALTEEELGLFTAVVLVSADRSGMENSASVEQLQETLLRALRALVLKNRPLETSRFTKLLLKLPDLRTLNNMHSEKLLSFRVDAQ
DAX1 inh-1: inhibitors of DAX1 repression of SF-1 activated StAR promoter. inhibition, % at 6.8 µM. AID 652010. HEK293T StAR-luciferase reporter, SF-1/DAX-1 repression relief. 370,000 tested, 1.1% active;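 active = inhibition above the mean over all tested compounds plus 3 SD, cut at about 3.6% in these data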;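 note: 0% = DAX-1 cells with DMSO and 100% = cells lacking DAX-1 with DMSO; higher inhibition means more luminescence from relief of DAX-1 repression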
FXN GAA850 act: activators of GAA850 frataxin (FXN) promoter. HEK293 lucGAA850 FXN promoter luciferase reporter, 24 h; percent of 10 µM SAHA response. activation, % at 6 µM. 360,000 tested, 0.56% active. AID 540364;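 active = activation above the average of all compounds screened plus 3 SD, cutoff fixed separately per campaign, cut at about 7.5% in these data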;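 note: 0% = DMSO wells and 100% = 10 µM SAHA wells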
DAX1 inh-2: inhibits human nuclear receptor DAX1. P51843. HEK293 Gal4-DAX1 luciferase reporter, luminescence. inhibition, % at 6.75 µM. 340,000 tested, 0.99% active. AID 504766;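 active = inhibition above the mean over all tested compounds plus 3 SD, cut at about 4.2% in these data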;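 note: 0% = DAX1-transfected cells with DMSO and 100% = empty-vector control cells with DMSO; inhibition shows as a rise in luminescence from relieved DAX1 repression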
Target sequence (P51843 207-470 limits assumed): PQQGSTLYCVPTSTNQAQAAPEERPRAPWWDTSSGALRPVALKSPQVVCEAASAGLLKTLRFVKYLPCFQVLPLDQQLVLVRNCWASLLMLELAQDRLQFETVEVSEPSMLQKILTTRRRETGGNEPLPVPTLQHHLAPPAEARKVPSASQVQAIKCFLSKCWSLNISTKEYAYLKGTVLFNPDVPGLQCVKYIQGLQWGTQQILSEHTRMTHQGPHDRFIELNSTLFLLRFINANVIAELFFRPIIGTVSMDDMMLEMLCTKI
PLCb3 inh: blocks human PLC-beta3 enzyme activity | inhibition, % at 12.2 µM | 370,000 tested, 0.18% active | Purified PLC-beta3, fluorogenic substrate, fluorescence; in the data active = inhibition above about 11%;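 note: 0% = median of compound wells on plate and 100% = full blocker control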
sPLA2-III inh: Inhibits HGIII-sPLA2 liposome hydrolysis, primary screen. QFRET BODIPY PC-A2 liposome hydrolysis, fluorescence. Q9NZ20. 370,000 tested, 0.56% active. inhibition, % at 12.2 µM. AID 743126;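 active = inhibition above mean plus 3 SD of compounds lying within the high and low control bounds, cut at about 19% in these data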;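 note: 0% = median of test compound wells and 100% = no enzyme DMSO wells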
hcDAF-12 act: H. contortus DAF-12 activation, primary screen. HEK293 hcDAF-12 lit1-tk-luc reporter, luminescence; 0% DMSO, 100% Δ7-dafachronic acid. activation, % at 6.8 µM. 370,000 tested, 1.4% active. AID 652067;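 active = activation above the mean of all tested compounds plus 3 SD, cut at about 5.5% in these data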;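 note: 100% = response to 3 µM Δ7-dafachronic acid high control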
SMARCA2 activ: SMARCA2 function activation, primary screen; activation, % at 9.1 µM; MG213 cells, MMTV-luciferase reporter, dexamethasone, overnight; 370,000 tested, 1% active; in the data active = activation above about 7.8%;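 note: 0% = vehicle wells and 100% = reference activator wells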
PG9 Ab binder: PG9 antibody binding by small molecule; TR-FRET gp120-PG9 antibody binding; inhibition, % at 6.7 µM; 360,000 tested, 0.43% active; in the data active = inhibition above about 8.5%
ssDAF12 agonist: S. stercoralis DAF-12 activation, primary screen; HEK293 ssDAF-12/GRIP1 lit1-tk-luc reporter, luminescence; % of 3 µM dafachronic acid response; activation, % at 6.8 µM; AID 652126; 370,000 tested, 1% active;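 active = activation above the mean over all tested compounds plus 3 SD, cut at about 0.9% in these data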;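 note: 0% = DMSO-only wells and 100% = 3 µM delta7-dafachronic acid wells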
hgDAF12 agonist: activates the H. glycines DAF-12 receptor ligand-binding domain | HEK293 GAL4-hgDAF12 UAS-luciferase reporter, agonist luminescence; normalized to butyrate control | activation, % at 6.8 µM | 370,000 tested, 1.8% active;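 active = activation above a cutoff set at the mean of all screened compounds plus 3 SD, cut at about 10% in these data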;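 note: 0% = DMSO wells and 100% = sodium butyrate wells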
* = called active by the depositor; i = inactive; / = no result given.

#	SMILES	NR1D1 modulator	DAX1 inh-1	FXN GAA850 act	DAX1 inh-2	PLCb3 inh	sPLA2-III inh	hcDAF-12 act	SMARCA2 activ	PG9 Ab binder	ssDAF12 agonist	hgDAF12 agonist
1	Cc1c(NC(=O)c2cc3nc(-c4ccc(Br)cc4)cc(C(F)(F)F)n3n2)c(=O)n(-c2ccccc2)n1C	-2	-0.6	-0.3	-0.2	-12	4	-1.1	-2	-2.0	-1.3	-2.2
2	CC(C)C(=O)Nc1ccc(C(=O)c2ccccc2)cc1	-2	0.7	4.1	0.4	7	1	0.9	3	-1.4	-0.7	5.9
3	CCN(CC)c1ccc(/C=N/Nc2nc(C)cc(=O)[nH]2)c(O)c1	5	-4.0	-13	-4.2	-51	2	-5.3	-4	-28	-1.5	-10
4	Cc1onc(-c2ccccc2)c1C(=O)NCCSCc1ccco1	2	-0.9	-0.3	0.1	-6	-11	0.9	-1	-1.7	-1.5	-0.2
5	Cc1cc(NS(=O)(=O)c2ccc(NC(=O)CCCOc3ccccc3C)cc2)nc(C)n1	2	0.1	-0.7	3.2	-10	-21	-0.5	-3	0.8	-1.7	0.4
6	CCCNC(=O)CN1C(=O)NC(CCc2ccccc2)C1=O (configuration not stated)	-3	-0.2	1.8	0.3	2	-1	1.4	-1	-1.5	-1.5	2.8
7	Cc1nc(NC(=O)c2ccc(OCC(C)C)cc2)sc1Cc1ccc2c(c1)OCO2	-1	-0.4	-1.2	-2.0	-9	3	0.1	2	-1.1	-1.2	8.6
8	CCc1cc(=O)oc2cc(C)c(CN3CCCC3)c(O)c12	-9	0.2	0.8	0.1	-63	0	-0.4	-4	0.9	-1.6	1.7
9	CC1(C(=O)NS(=O)(=O)C2CC2)CCCN(C(=O)c2ccccc2OC(F)(F)F)C1 (configuration not stated)	-3	0.4	-0.8	/	2	-1	-1.9	0	-0.3	-1.4	-1.4
10	CC(C)C(N)c1csc(NC(=O)Nc2cccc(Cl)c2)n1 (configuration not stated)	-2	-1.3	-2.5	/	2	22*	-1.1	-2	0.5	-1.6	-4.1
11	Nc1c(Cl)cc(-c2csc(NCCc3nc4cc(Cl)c(Cl)cc4n3CCCO)n2)cc1Cl	8	-0.2	1.1	1.9	-8	4	0.0	1	-0.6	-1.3	0.6
12	C=CCn1c(CCNC(=O)C(C)(C)C)nc2ccccc21	2	0.2	-0.7	-0.3	0	5	-0.8	-3	2.2	-0.6	-1.1
13	COc1ccc(NC(=O)Nc2nc3c(s2)CCCC3)cc1	-6	3.4	2.3	3.1	-2	-7	4.3	1	-1.5	-0.1	19*
14	CN(C)c1cccc2cccc(N(C)C)c12	-3	-0.5	-2.6	-1.0	-11	14	-1.3	-4	-3.2	0.0	-1.0
15	CCOC(=O)C(c1ccccc1)C(Nc1ccc(Cl)c(Cl)c1)c1ccccn1 (configuration not stated)	0	-0.3	-0.5	/	-6	-8	0.9	0	-1.5	1.0*	-0.3
16	CCOc1ccc(NC(=O)CCn2c(=O)[nH]c3ccsc3c2=O)cc1	6	-0.5	1.0	0.4	1	-1	-1.3	2	-2.9	-0.4	2.4
17	Cc1ccc(C)c(N2CCN(C(=O)c3ccc4c(c3)c(C)c(C)n4C)CC2)c1	7	-0.5	0.1	-0.3	-16	-36	-3.0	-3	-0.3	-1.1	-2.2
18	O=c1cc[nH]c2c(Cl)cccc12	1	0.8	1.9	1.5	-4	0	7.2*	-1	-0.8	0.4	4.3
19	CC(=O)c1ccc(N2CCCCCC2)c(F)c1	1	-0.3	2.4	-0.5	-47	0	-1.7	1	-1.8	-1.1	2.0
20	COCC(C)n1c(C)cc(C(=O)COC(=O)c2cc(=O)[nH]c3ccccc23)c1C (configuration not stated)	4	-2.6	-6.4	-0.6	-101	-2	-2.4	-5	-0.2	-2.0	-9.7
21	O=C(c1ccc(Cl)c(S(=O)(=O)N2CCOCC2)c1)N1CCOCC1	0	-0.3	0.6	-0.6	-1	-2	-1.4	1	-0.5	-0.9	-1.6
22	CCn1c(C)nc2cc(C(=O)NNC(=O)c3ccc(C)cc3)ccc21	-3	-0.1	-3.1	0.2	-10	1	-0.5	4	1.2	-0.8	1.6
23	C/C(=N\NC(=O)c1cc(O)cc(O)c1)c1ccc(NC(=O)Cc2ccccc2)cc1	-29	3.4	5.1	3.2	-11	-6	2.5	3	-1.9	0.3	8.6
24	COc1ccc(OC)c(NC(=O)C(C)Oc2ccc(Br)cc2)c1 (configuration not stated)	4	0.0	-1.2	/	3	-3	-2.0	1	-0.4	-1.6	-2.5
25	CN(C)/C=C/C(=O)c1ccc(S(=O)c2ccccc2)cc1 (configuration not stated)	4	0.5	-0.9	0.0	-4	-16	-1.1	-3	1.1	-1.5	-2.5

Fetched one by one from the entries so far, 4 records:
#	SMILES	NR1D1 modulator	DAX1 inh-1	FXN GAA850 act	DAX1 inh-2	PLCb3 inh	sPLA2-III inh	hcDAF-12 act	SMARCA2 activ	PG9 Ab binder	ssDAF12 agonist	hgDAF12 agonist
7	Cc1nc(NC(=O)c2ccc(OCC(C)C)cc2)sc1Cc1ccc2c(c1)OCO2	-1	-0.4	-1.2	-2.0	-9	3	0.1	2	-1.1	-1.2	8.6
5	Cc1cc(NS(=O)(=O)c2ccc(NC(=O)CCCOc3ccccc3C)cc2)nc(C)n1	2	0.1	-0.7	3.2	-10	-21	-0.5	-3	0.8	-1.7	0.4
8	CCc1cc(=O)oc2cc(C)c(CN3CCCC3)c(O)c12	-9	0.2	0.8	0.1	-63	0	-0.4	-4	0.9	-1.6	1.7
25	CN(C)/C=C/C(=O)c1ccc(S(=O)c2ccccc2)cc1 (configuration not stated)	4	0.5	-0.9	0.0	-4	-16	-1.1	-3	1.1	-1.5	-2.5

Additional results follow.
#	SMILES	NR1D1 modulator	DAX1 inh-1	FXN GAA850 act	DAX1 inh-2	PLCb3 inh	sPLA2-III inh	hcDAF-12 act	SMARCA2 activ	PG9 Ab binder	ssDAF12 agonist	hgDAF12 agonist
26	NC(COCc1ccccc1)c1csc(Nc2cc(Oc3ccccc3)ncn2)n1 (configuration not stated)	-6	-1.8	0.6	/	-5	1	-1.5	0	-2.7	-1.6	0.7
27	CCOc1ncccc1C(=O)OCC(=O)N1CCC(C)CC1	-7	0.4	2.3	-0.5	-3	5	0.2	2	-1.7	-1.0	2.7
28	Nc1cccc2c1C(=O)N(C(=O)c1ccc(Cl)c(S(=O)(=O)N3CCCCCC3)c1)C2=O	2	0.2	0.1	0.7	i	-7	0.1	-7	0.2	-0.5	-1.1
29	CCc1cccc(CC)c1NC(=S)NCCc1c(C)[nH]c2ccc(C)cc12	-5	-0.2	-5.8	-0.7	-11	0	-1.2	-4	-1.3	-1.3	-3.4
30	CCc1nnc(NC(=O)c2ccc(S(=O)(=O)N3CCCC(C)C3)cc2)o1 (configuration not stated)	2	1.7	0.5	1.0	-6	-2	-1.4	-5	-0.3	-1.6	-1.8
31	C=CCn1c(CC(=O)Nc2cccc(OC)c2)nnc1SCC(=O)NC1CCCCC1	3	-0.3	0.3	-1.0	-49	-8	0.1	0	-2.5	-1.0	0.9
32	CCOc1ccc(CCNC(=O)COC(=O)c2ccc(C)c([N+](=O)[O-])c2)cc1OCC	0	-0.7	1.6	0.9	-6	5	0.5	-1	-1.3	-0.7	-2.0
33	Cc1ccc(S(=O)(=O)N2CCN(C(=O)CN3C(=O)NC4(CCCCC4)C3=O)CC2)c(C)c1	0	0.3	0.2	-0.3	0	1	-0.3	-1	-1.0	-1.0	-0.5
34	COc1cccc(CC(NC(C)=O)C(=O)NC2CCN(S(=O)(=O)c3cccc4ccccc34)CC2)c1 (configuration not stated)	-3	-0.4	-0.5	-0.4	-4	-15	-0.8	-1	-0.3	-0.9	-1.6
35	Cc1c(CN2CCC(n3nccc3NC(=O)c3cccc(F)c3)CC2)cnn1C	5	2.5	-0.7	1.2	-10	7	-0.5	-2	-2.6	-0.8	0.8
36	[O-][n+]1onc2c1CCc1c-2nc(-c2ccccc2)n1OCc1ccccc1	-2	-0.2	-3.9	1.6	-1	2	-1.0	2	-0.1	-1.3	-1.0
37	COc1cc(NC(=O)c2cccs2)c(C(=O)OCC(=O)NC(=O)NCc2ccccc2)cc1OC	14	-0.6	-1.1	0.9	-10	0	-0.3	2	-1.2	-0.7	-0.2
38	[O-][N+]1=C(c2cccs2)CN(O)C1	0	-0.2	0.4	-0.4	-1	-4	-0.7	-6	-1.3	-0.7	4.5
39	Cc1ccnn1CC(=O)N/N=C/c1ccc2c(c1)OCO2	0	0.0	3.2	-0.8	-3	9	0.1	-2	0.1	-1.0	-1.2
40	CCOc1ncccc1C(=O)Nc1nnc(C)s1	-8	-1.1	2.9	1.3	-1	2	-0.6	-2	-1.0	-1.5	-1.4
41	O=C(CNC(=O)c1ccco1)NCC(=O)OCC(=O)c1ccc(Cl)c([N+](=O)[O-])c1	-3	-1.3	-3.0	0.8	-3	-1	3.1	0	-2.3	-0.5	3.0
42	Cc1oc(-c2cc(F)ccc2F)nc1CN1CCCN(C(=O)c2ccco2)CC1	3	-0.2	2.2	-3.1	-3	-1	-0.7	1	-1.3	-1.1	-1.3
43	NC(=O)N/N=C/c1cc(F)cc(F)c1	-4	0.0	-1.0	1.0	-5	17	0.0	-1	1.2	-1.0	-0.8
44	Cc1cc(-c2nnc(SCC(=O)N3C(C)CCCC3C)o2)no1 (configuration not stated)	-3	0.3	2.2	1.2	1	2	1.2	-2	1.1	-1.8	2.7
45	CCOC(=O)c1cccc(NC(=O)CCn2cccc2)c1	4	0.0	0.3	-0.3	0	-28	-0.2	1	-0.9	-1.2	1.9
46	CCOC(=O)Cn1nnc(-c2ccc(S(C)(=O)=O)cc2)n1	-3	-0.3	0.0	0.2	1	4	0.3	-2	0.4	-0.6	1.9

No enrichment for hits; any-hit rate near 7%.
